Screening data (PubChem BioAssay)
IMPase Li cell: qHTS Assay for Identifying the Cell-Membrane Permeable IMPase Inhibitors: Potentiation with Lithium; CHO-M1 cells, IP1 TR-FRET (IP-One), carbachol + lithium; Potency, µM (series often up to 59.4 µM), for the others: at the highest dose activity, negative = IMPase inhibition, usual class: inhibitors; 210,000 tested, 0.35% active; AID 1457, 2008;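 further: IP1 builds up when IMPase is blocked and the TR-FRET signal falls; potency means the concentration at half of the fitted maximal effect; plate controls were basal vehicle for no effect and high inhibitor control for full effect; nearly all actives have a fitted effect of over 50% in size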
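Lithium-sensitised IP1 accumulation assay; M1-expressing CHO cells treated 30 min at 37C with compound. Competitive antibody detection by time-resolved FRET followed a 10 min room-temperature lysis step.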
CBFb-RUNX1 inh: qHTS Assay for Compounds Blocking the Interaction Between CBF-beta and RUNX1 for the Treatment of Acute Myeloid Leukemia | AlphaScreen CBFb-His/RUNX1-biotin binding, biochemical | Potency, µM (doses to about 59.8 µM), inactives show at the highest dose activity, negative = inhibition, hits mostly inhibitors | 230,000 tested, under 10 active | AID 1477, 2009; further: % of control where 0% means no effect
Target sequence (Q01196 whole entry, looked up): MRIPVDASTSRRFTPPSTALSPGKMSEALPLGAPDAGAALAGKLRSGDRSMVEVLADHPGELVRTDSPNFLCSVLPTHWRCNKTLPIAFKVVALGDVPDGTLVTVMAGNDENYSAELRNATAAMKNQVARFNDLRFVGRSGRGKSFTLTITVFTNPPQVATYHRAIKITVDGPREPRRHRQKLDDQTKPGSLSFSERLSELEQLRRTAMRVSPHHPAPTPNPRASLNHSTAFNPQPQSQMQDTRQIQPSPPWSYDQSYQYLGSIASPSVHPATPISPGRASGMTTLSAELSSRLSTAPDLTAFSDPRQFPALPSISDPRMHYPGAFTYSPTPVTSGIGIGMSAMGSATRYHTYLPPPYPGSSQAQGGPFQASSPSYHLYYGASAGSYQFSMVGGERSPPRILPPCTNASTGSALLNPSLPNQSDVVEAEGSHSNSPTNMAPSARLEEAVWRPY
Target sequence (Q13951 whole entry, looked up): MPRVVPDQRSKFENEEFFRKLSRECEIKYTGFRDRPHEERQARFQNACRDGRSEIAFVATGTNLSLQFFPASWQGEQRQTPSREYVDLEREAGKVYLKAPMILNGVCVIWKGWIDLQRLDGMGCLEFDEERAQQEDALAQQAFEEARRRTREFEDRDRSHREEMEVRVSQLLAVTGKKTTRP
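AlphaScreen binding: CBFb-His and RUNX1-biotin (30 nM each) preincubated 20 min, compound added for 15 min, then nickel and streptavidin beads for 90 min, all at room temperature. Disruption of the interaction by any mechanism counts as activity.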
Luc counter: Counterscreen for Luciferase (Kinase-Glo TM) Inhibition; Kinase-Glo luciferase, ATP luminescence, 8 min; Potency, µM (series often up to 38.3 µM), for the others: top-dose activity change, negative = inhibition, usual class: inhibitors; AID 1379, 2008; Luciferin 4-monooxygenase (Photuris pensylvanica), Q27757; 200,000 tested, 0.28% active; further: potency means the concentration at half of the fitted maximal effect; on the % scale 0 is the no-effect control and ±100 the full control effect; nearly all actives have a fitted effect of over 60% in size
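Inhibition of Kinase-Glo luciferase light generation was assessed at 10 uM ATP in pH 7.2 imidazole buffer, with luminescence measured after eight minutes at ambient temperature.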
Epigenetic reg: Quantitative High-Throughput Screen for Regulators of Epigenetic Control. 280,000 tested, 0.2% active. Potency, µM (titrated, usually from 53.9 µM), without a hit: at the highest dose GFP activation, actives largely listed as activators. murine LDR cells, GFP reporter derepression, 30 h; further: potency means the concentration at half of the fitted maximal effect; % of control where 0% means no effect; nearly all actives have a fitted effect of over 60% in size
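GFP-positive cell count by laser-scanning cytometry (objects 20–120 um) after 30 h, 37 C compound exposure of murine LDR cells; reporter is CMV-GFP integrated at a silenced locus, inducible by HDAC or DNMT inhibitors.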
LMNA splice mod: qHTS Assay for Modulators of Lamin A Splicing | HeLa LMNA splicing GFP/RFP minigene ratio, 48 h | Potency, µM (doses to about 46.1 µM), for inactives: top-dose ratio change, negative = inhibition, hits mostly inhibitors | 200,000 tested, 0.01% active | AID 1487, 2009; active means well fitted inhibition curve with a large enough effect in the signal ratio, with a control signal flat, not every such curve was filed as active; inconclusive means small, poorly fitted or top-dose-only effect, or effect the other way, or a change in a side signal; the % refers to the signal ratio; further: potency means the concentration at half of the fitted maximal effect; on the % scale 0 is the no-effect control and ±100 the full control effect
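S3 HeLa cells stably expressing lamin A-EGFP splicing minigene plus DsRed2, 600 cells/well, 48 h compound exposure at 37C. Laser-scanning cytometry; analysed as GFP (500-530 nm)/RFP (575-640 nm) total intensity ratio; 0.5% DMSO vehicle.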
aGal spleen mod: qHTS Assay for Inhibitors and Activators of Human alpha-Galactosidase From Spleen Homogenate; Potency, µM (titrated, usually from 80 µM), for the others: top-dose activity change, negative = inhibition, most hits filed as inhibitors; human spleen homogenate, 4MU-alpha-Gal fluorescence, 40 min; Alpha-galactosidase A (Homo sapiens), P06280; 240,000 tested, 0.008% active; AID 2107, 2009;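 further: potency means the concentration at half of the fitted maximal effect; 0% = enzyme with vehicle and -100% = no enzyme basal signal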
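Human spleen homogenate (1 ug) was the enzyme source, with 4-methylumbelliferyl-alpha-D-galactopyranoside (1 mM final) in pH 5.0 citrate buffer with 0.01% Tween-20. Compounds were titrated; after 40 min at 37C, NaOH/glycine stop, 4-MU fluorescence read; AC50 from Hill fits.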
NPSR antag: qHTS Assay for Antagonists of the Neuropeptide S Receptor: cAMP Signal Transduction; CHO-NPSR cells, cAMP TR-FRET, antagonist mode; Potency, µM (top dose mostly 38.3 µM), without a hit: at the highest dose activity change, negative = inhibition, hits mostly inhibitors; 220,000 tested, 1% active; further: potency means the concentration at half of the fitted maximal effect; on the % scale 0 is the no-effect control and ±100 the full control effect; nearly all actives have a fitted effect of over 50% in size; many of its hits are not listed in these tables
Target sequence (Q6W5P4 whole entry, looked up): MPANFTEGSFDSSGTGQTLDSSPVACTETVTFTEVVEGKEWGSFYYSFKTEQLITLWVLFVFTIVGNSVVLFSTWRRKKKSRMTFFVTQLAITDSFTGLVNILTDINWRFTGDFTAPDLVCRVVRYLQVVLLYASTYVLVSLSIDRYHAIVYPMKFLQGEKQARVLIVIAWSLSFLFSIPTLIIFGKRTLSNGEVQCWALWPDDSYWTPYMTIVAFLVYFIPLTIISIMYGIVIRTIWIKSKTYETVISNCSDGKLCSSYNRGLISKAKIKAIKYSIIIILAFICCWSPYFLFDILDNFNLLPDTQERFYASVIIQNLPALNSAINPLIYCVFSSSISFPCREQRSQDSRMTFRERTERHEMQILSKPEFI
An asterisk follows results filed as active; ? = inconclusive; . = not tested or not shown; [ ] = remark or other dose. Unless noted, the call rests on the fitted dose curve; in most records, active means well fitted curve in the direction sought with a large enough effect; inconclusive means small, poorly fitted or top-dose-only effect, or another doubt; inactive means no such curve, though single readings can be large; an effect the other way counts as inactive or inconclusive. Only part of the results is shown; the hit share may differ from the screen's.

Start of the data: the first 2 compounds as a preview:
cpd | SMILES | IMPase Li cell | CBFb-RUNX1 inh | Luc counter | Epigenetic reg
1 | O=S(=O)(c1ccc(NC(=S)NCc2ccco2)cc1)N1CCCCC1 | . | -3% | . | 1.1%
2 | Cc1cc(NC(=O)c2ccc3c(c2)OCCO3)ccc1NC(=O)c1cc2ccccc2o1 | 13% | -2% | 3% | -2.2%

cpd | LMNA splice mod | aGal spleen mod | NPSR antag
1 | 25%[46 µM] | 8% | 12%
2 | 0%[46 µM] | -19% | -9%

The list itself, repeating the preview:
cpd | SMILES | IMPase Li cell | CBFb-RUNX1 inh | Luc counter | Epigenetic reg
1 | O=S(=O)(c1ccc(NC(=S)NCc2ccco2)cc1)N1CCCCC1 | . | -3% | . | 1.1%
2 | Cc1cc(NC(=O)c2ccc3c(c2)OCCO3)ccc1NC(=O)c1cc2ccccc2o1 | 13% | -2% | 3% | -2.2%
3 | CCN1CCN(C(=O)NCc2ccccc2)CC1 | . | -1% | . | 1.1%
4 | CSc1ncccc1C(=O)OCC(=O)Nc1cc(C(F)(F)F)ccc1N1CCOCC1 | 28%[38.3 µM] | 10% | 4% | -1.7%
5 | CCOC(=O)COc1c(Cl)cc(C2NC(=S)NC(c3ccccc3)=C2C(C)=O)cc1OC (configuration not stated) | 3% | -16% | 0% | 0.9%
6 | c1ccc(Oc2nc(-c3ccccn3)nc3ccccc23)cc1 | . | 5% | . | ?
7 | CCc1c(C)[nH]n(-c2ccc(Oc3ccccc3)c(S(=O)(=O)O)c2)c1=O | 0%[38.3 µM] | -12% | -4% | 1.0%
8 | O=c1[nH]c(SCc2n[nH]c(=S)n2-c2ccccc2)nc2sc3c(c12)CCC3 | 25%[38.3 µM] | 2% | 4% | -0.3%
9 | CC1(C)Cc2c(sc(NC(=O)COc3cccc4ccccc34)c2C#N)C(C)(C)N1 | . | ? | . | 6.9%
10 | CCOCC(=O)Nc1cc(C(=O)OC)ccc1C(=O)OC | 21%[38.3 µM] | 12% | 2% | 0.0%
11 | Cc1ccc(-c2nn3c(C)nnc3c3ccccc23)cc1S(=O)(=O)NCc1ccccc1 | -5%[38.3 µM] | 2% | 3% | 0.0%
12 | Cc1cc2c(c(C)c1Cl)C(c1ccc3c(c1)OCO3)CC(=O)O2 (configuration not stated) | 22% | 0%[89.1 µM] | 3%[39.9 µM] | 1.8%
13 | C[C@H](NC(=O)c1nc[nH]c1C(=O)N1CCN(c2ccccc2)CC1)C(=O)OC(C)(C)C | . | 12% | . | -1.1%
14 | NC(=O)C1CCN(CC(=O)Nc2cccc(C(=O)Nc3cccc(C(F)(F)F)c3)c2)CC1 | 2% | 9% | 1% | 0.0%
15 | COc1ccc(C2Nc3ccccc3C(=O)N2c2ccc(C)cc2)cc1Cn1cc([N+](=O)[O-])cn1 (configuration not stated) | 15%[38.3 µM] | 2% | -8% | -2.4%

cpd | LMNA splice mod | aGal spleen mod | NPSR antag
1 | 25%[46 µM] | 8% | 12%
2 | 0%[46 µM] | -19% | -9%
3 | . | -2% | 10%
4 | -1% | 1% | ?
5 | -19% | -5% | -5%
6 | . | -5% | 42%
7 | 6% | 10% | 3%[46.1 µM]
8 | ? | 3% | -11%[46.1 µM]
9 | . | 5% | -8%
10 | 4% | 4% | -15%[46.1 µM]
11 | 16%[0.0737 µM] | -14% | ?
12 | . | -3%[119 µM] | .
13 | . | 3% | 12%
14 | -14% | -5% | 13%
15 | 8% | -5% | -26%[46.1 µM]

(next part)
cpd | SMILES | IMPase Li cell | CBFb-RUNX1 inh | Luc counter | Epigenetic reg
16 | CCCSc1nnc(NC(=O)Nc2ccc(F)cc2)s1 | 27%[38.3 µM] | 0% | -3% | 3.5%
17 | CCOC(=O)c1c(C)[nH]c(C(=O)OCC(=O)N2CCc3ccccc32)c1C | -3%[38.3 µM] | -1% | -1% | -0.3%
18 | CCN1CC2([N+](=O)[O-])C=CC(=O)C([N+](=O)[O-])(C1)C2CC(=O)c1ccccc1 (configuration not stated) | 19%[38.3 µM] | -3% | 4% | -3.0%
19 | CCOc1ncccc1C(=O)Nc1ccc(F)cc1 | 12% | 8% | 5% | -0.3%
20 | CN(Cc1ccccc1)C(=O)c1nc2ccccn2c1CNCCOc1cccnc1 | 20% | -9% | -9% | 2.0%
21 | CC(O)C(NS(=O)(=O)c1ccc(Cl)cc1)C(=O)OCc1cc([N+](=O)[O-])cc2c1OCOC2 (configuration not stated) | 4% | 3% | 3% | -1.9%[10.1 µM]
22 | COc1ccc(S(=O)(=O)Nc2ccccc2Cl)cc1NC(C)=O | 5% | 20% | -2% | -0.4%
23 | O=S(=O)(c1ccc(Sc2nnc3ccccn23)nc1)N1CCOCC1 | 15%[38.3 µM] | 4% | -2% | 1.0%
24 | O=C1C(Nc2ccccc2)=CC(c2ccc(O)cc2)N1c1ccccc1 (configuration not stated) | . | -2% | . | 1.1%
25 | O=C(NC1CCCCC1)C1CCCN(S(=O)(=O)c2ccc(Br)s2)C1 (configuration not stated) | 10% | -2% | -1% | -3.9%
26 | COc1ccc(-c2nc(CSCC(=O)NC3CCCc4ccccc43)c(C)o2)cc1 (configuration not stated) | 6%[38.3 µM] | -11% | 14% | 0.4%
27 | Cc1cc(N/C=C/C(=O)c2ccc(Br)cc2)no1 | -3% | 9% | -3% | 3.5%
28 | O=C(NCCN1CCOCC1)c1ccc(N2CCCC2)c([N+](=O)[O-])c1 | -5% | -1% | 3% | 1.3%
29 | CCCS(=O)(=O)NCCc1csc(-c2ccc(OC)c(OC)c2)n1 | . | -3% | . | 1.2%
30 | CCN(CC)c1nc(N)nc(NS(=O)(=O)c2ccc(Cl)cc2)n1 | -17%[38.3 µM] | -4% | -6% | -0.2%

cpd | LMNA splice mod | aGal spleen mod | NPSR antag
16 | -13% | -4% | -12%[46.1 µM]
17 | -3% | -2% | -8%[46.1 µM]
18 | -13% | -3% | -14%[46.1 µM]
19 | . | -1% | 9%
20 | . | -6% | 6%
21 | 6%[9.22 µM] | -4% | -20%
22 | . | -10% | 1%
23 | -1% | -2% | 2%[46.1 µM]
24 | . | -3% | 6%[7.67 µM]
25 | . | -6% | 0%
26 | 6% | -3% | -20%[46.1 µM]
27 | -7% | -3% | -14%[46.1 µM]
28 | ? | 8% | 7%
29 | . | 12% | -2%
30 | 6% | 7% | -13%[46.1 µM]

Carrying on.
cpd | SMILES | IMPase Li cell | CBFb-RUNX1 inh | Luc counter | Epigenetic reg
31 | N/C(=N\NC(=O)c1ccccc1)c1cc2ccccc2oc1=O | -3% | -10% | -2% | 1.3%
32 | Cc1nn(C)c(Oc2cccc(C(F)(F)F)c2)c1C=O | 3% | -11% | 1% | -2.7%
33 | C#CCSc1nnc(-c2c[nH]c3ccccc23)n1C | 21%[38.3 µM] | 7% | 3% | 0.0%
34 | O=c1ncccn1[C@@H]1O[C@H](CO)C(O)[C@@H]1O (some centres not stated) | -1% | 20% | 6%[39.9 µM] | -2.8%
35 | Cc1ccc2c(c1)N(C(C)C(=O)NCCc1ccccc1)C(=O)CO2 (configuration not stated) | 5% | 5% | 1% | 0.9%
36 | O=C(NCc1ccc2c(c1)OCO2)C1CCCN(S(=O)(=O)c2cccc3nonc23)C1 (configuration not stated) | 8%[38.3 µM] | 6% | -1% | 0.7%
37 | CC1CN(S(=O)(=O)c2ccc(NC(=O)CCN3C(=O)c4ccccc4C3=O)cc2)CC(C)O1 (configuration not stated) | 3%[38.3 µM] | 4% | 0% | 0.9%
38 | COc1nc(OC)nc(Oc2ccc([N+](=O)[O-])cc2Cl)n1 | -1% | 8% | 1% | 1.1%
39 | CCOC(=O)CCC(NC(=O)CCC(=O)NC(CCC(=O)OCC)C(=O)OCC)C(=O)OCC (configuration not stated) | -8% | 0% | 3% | 6.9%
40 | CCOC(=O)C1CCN(C(=O)c2cccnc2Cl)CC1 | -6%[38.3 µM] | 1% | -1% | -1.2%
41 | O=C(CSc1ccsc1[N+](=O)[O-])NCc1ccco1 | 10% | -6% | -4% | 2.4%
42 | O=C(CCCCCn1c(=S)[nH]c2ccc(Br)cc2c1=O)NCC1CCCO1 (configuration not stated) | -13%[38.3 µM] | 3% | 3% | 2.8%
43 | CCSc1ncnc2c1sc1nc(-c3ccco3)c3c(c12)CC(C)(C)OC3 | 5%[38.3 µM] | 0% | -4% | -1.2%
44 | Cc1sc2nc(-c3cccnc3)[nH]c(=O)c2c1-c1ccccc1 | 4% | 0% | 1% | 6.8%
45 | CCn1cc(C(=O)OC(C)C(=O)Nc2c(C)n(C)n(-c3ccccc3)c2=O)c(=O)c2ccc(C)nc21 (configuration not stated) | 2%[38.3 µM] | 16% | -3% | 0.0%
46 | CN(C)CCNC(=O)CNC(=S)N(Cc1ccccc1)Cc1ccccc1F | 14% | -12% | -4% | -0.3%
47 | CN(CC(=O)Nc1ccc(S(=O)(=O)N(C)C)cc1)Cc1ccc(C(F)(F)F)cc1 | 10% | -1% | 1% | -0.2%

cpd | LMNA splice mod | aGal spleen mod | NPSR antag
31 | 11%[46 µM] | -14% | -3%
32 | -5%[46 µM] | -3% | -3%
33 | -6% | -3% | -11%[46.1 µM]
34 | . | 14% | .
35 | -6% | 4% | -13%[46.1 µM]
36 | -7% | -1% | -4%[46.1 µM]
37 | 20% | 8% | -9%[46.1 µM]
38 | 0% | -4% | -1%
39 | -4% | -3% | 16%
40 | 11% | 0% | 2%[46.1 µM]
41 | -14%[46 µM] | 3% | 4%
42 | 0% | 13% | -19%[46.1 µM]
43 | -2% | -22% | -19%[46.1 µM]
44 | -35%[46 µM] | -26% | -15%
45 | 11% | 13% | 2%[46.1 µM]
46 | 3%[46 µM] | -2% | 4%
47 | . | -6% | -27%

Ordered by number of heavy atoms (ascending): part of the list above.
cpd | SMILES | IMPase Li cell | CBFb-RUNX1 inh | Luc counter | Epigenetic reg
19 | CCOc1ncccc1C(=O)Nc1ccc(F)cc1 | 12% | 8% | 5% | -0.3%
24 | O=C1C(Nc2ccccc2)=CC(c2ccc(O)cc2)N1c1ccccc1 (configuration not stated) | . | -2% | . | 1.1%
14 | NC(=O)C1CCN(CC(=O)Nc2cccc(C(=O)Nc3cccc(C(F)(F)F)c3)c2)CC1 | 2% | 9% | 1% | 0.0%

cpd | LMNA splice mod | aGal spleen mod | NPSR antag
19 | . | -1% | 9%
24 | . | -3% | 6%[7.67 µM]
14 | -14% | -5% | 13%
